Bioassay records (PubChem)
CHO parental Ca – counter-screen for OX1R antagonists: effect in parental CHO cells; parental CHO-K1, ATP-induced calcium, Fluo-8 fluorescence; inhibition, % at 5.6 µM; actives 0.63% (n = 330,000); AID 463079;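 active = inhibition above that plate's mean sample inhibition plus 3 SD, cut at about 26% in these data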;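 also: 0% = ATP-challenged DMSO wells and 100% = DMSO wells without ATP; some compounds past the cut are filed as inactive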
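material = parental CHO cells | also added = ATP as calcium-mobilizing challenge | dosing = single point at 5.6 µM | detection = intracellular calcium via Fluo-8 no-wash fluorescent dye | read-out = % inhibition | benchmarks = low control ATP plus DMSO, high control DMSO only | repeats = one well per compound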
M1 ag parental – nonselective activator or artifact in parental CHO-K1 cells | Fluo-8 calcium fluorescence; scaled to maximal ATP response, vehicle zero | activation, % at 3 µM | actives 0.48% (n = 360,000); in the data active = activation above about 15%;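 also: untransfected CHO-K1 host cells lacking M1 receptor as counterscreen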
TAAR1 antagonist – human TAAR1 antagonism; Q96RJ0; CHO RD-HGA16 TAAR1, Fluo-8 calcium fluorescence, antagonist; inhibition, % at 3 µM; actives 1.5% (n = 360,000);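 active = inhibition above a per-plate cutoff, the mean inhibition of test compounds on that plate plus 3 SD, cut at about 49% in these data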;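 also: 0% = DMSO plus EC80 beta-PEA response and 100% = DMSO alone without agonist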
Target sequence (Q96RJ0 whole entry, looked up): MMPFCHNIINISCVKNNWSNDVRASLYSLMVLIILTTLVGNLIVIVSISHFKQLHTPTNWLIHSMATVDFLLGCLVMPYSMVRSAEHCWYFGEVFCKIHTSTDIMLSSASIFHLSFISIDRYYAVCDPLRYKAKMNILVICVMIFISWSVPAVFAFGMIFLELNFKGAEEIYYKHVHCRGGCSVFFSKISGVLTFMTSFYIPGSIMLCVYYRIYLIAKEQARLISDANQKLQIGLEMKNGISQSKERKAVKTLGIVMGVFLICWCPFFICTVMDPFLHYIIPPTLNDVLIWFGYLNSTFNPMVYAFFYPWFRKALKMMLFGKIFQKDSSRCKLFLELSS
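Test system: CHO RD-HGA16 cells bearing hTAAR1 | Reagent: β-PEA, EC80 | Compound dosing: 3 µM, single point | Schedule: Dye loading 75 min at 37 °C, then 30 min room temperature | Signal: Calcium fluorescence with Fluo-8 | Evaluation: Percent inhibition of PEA-evoked calcium signal, max/basal emission ratio | Control set: DMSO-only wells and EC80 β-PEA-stimulated wells | Repeats: Singlicate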
OXTR potentiate – human OXTR potentiation | activation, % at 3 µM | CHO-OTR cells, Fluo-8 calcium fluorescence, potentiator mode; 0% = oxytocin EC15, 100% = EC100 | actives 0.061% (n = 320,000) | P30559;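 active = activation above that plate's cutoff, the mean activation of tested compounds plus 3 SD, cut at about 6.6% in these data, passing the limit was not always enough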;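 also: 100% uses oxytocin at 75 nM as the full agonist control; some results filed as inactive read as strong as hits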
Target sequence (P30559 whole entry, looked up): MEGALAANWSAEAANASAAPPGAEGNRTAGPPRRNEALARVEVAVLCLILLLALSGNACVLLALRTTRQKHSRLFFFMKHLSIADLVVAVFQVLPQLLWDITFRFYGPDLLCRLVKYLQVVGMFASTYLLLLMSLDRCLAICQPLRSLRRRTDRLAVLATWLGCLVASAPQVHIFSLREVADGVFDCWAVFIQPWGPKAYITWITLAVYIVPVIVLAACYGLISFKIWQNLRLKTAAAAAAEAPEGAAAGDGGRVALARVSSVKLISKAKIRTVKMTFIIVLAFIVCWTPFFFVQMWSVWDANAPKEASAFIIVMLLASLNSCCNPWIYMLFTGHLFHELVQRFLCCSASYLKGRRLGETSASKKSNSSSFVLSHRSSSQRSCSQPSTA
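Assay system: CHO-OTR cells, human receptor / Also added: oxytocin at about EC15, sub-maximal agonist stimulus / Dosing: single dose, 3.0 µM nominal final compound concentration / Incubation: 6 min pre-incubation, 100 s read / Technique: Fluo-8 calcium dye fluorescence / Read-out: % activation vs EC15 and EC100 oxytocin / Benchmarks: EC15 oxytocin low, 75 nM oxytocin high / Replicates: singlicate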
V1R ag counter – V1a receptor agonism, counter-screen for OXTR agonists | P37288 | actives 0.25% (n = 320,000) | activation, % at 3 µM | AID 2797 | CHO-V1R cells, Fluo-8 calcium fluorescence, agonist mode; 0% DMSO, 100% 3 nM vasopressin;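 active = activation above the mean activation of all tested compounds plus 3 SD, per screening run, cut at about 20% in these data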;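 also: signal is peak over basal fluorescence ratio across a 100 second FLIPR read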
TAAR1 agonist – human TAAR1 agonism; activation, % at 3 µM; actives 0.99% (n = 360,000); Q96RJ0; CHO RD-HGA16 TAAR1, Fluo-8 calcium fluorescence; vehicle wells 0%, saturating PEA agonist 100%;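 active = activation above the mean activation of all test compounds in the run plus 3 SD, cut at about 38% in these data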
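Test system: RD-HGA16 (CHO) cells co-expressing Gα16 and hTAAR1; dosing: one-point dosing at 3 µM (nominal); timing: 17-24 h seeding, 75 min 37 °C dye, 30 min RT; signal: kinetic Fluo-8 calcium fluorescence; read-out basis: % activation relative to PEA EC100 response; controls: DMSO and PEA EC100; replicates: n 1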
M1 PAM parental – counter-screen for M1 PAMs: effect in parental CHO-K1 cells; ATP EC20, Fluo-8 calcium fluorescence; 0% at ATP EC20, 100% at ATP max; actives 0.02% (n = 360,000); activation, % at 3 µM;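 active = activation above the run cutoff, the mean activation of all test compounds plus 3 SD, cut at about 40% in these data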;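 also: peak over basal fluorescence ratio in a 140 s read after ATP addition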
M1 ag – agonists of human M1 muscarinic receptor. activation, % at 3 µM. CHO-K1 hM1, Fluo-8 calcium fluorescence, agonist mode; 0% DMSO, 100% acetylcholine EC100. P11229. actives 0.33% (n = 360,000). AID 588814;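 active = activation above the run's mean compound activation plus 3 SD, cut at about 16% in these data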;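 also: peak over basal fluorescence ratio within a 140 s kinetic read after compound addition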
CHO-K1 Ca antag – counter-screen for M1 antagonists: effect in parental CHO-K1 cells. inhibition, % at 3 µM. actives 0.6% (n = 360,000). ATP-induced calcium, Fluo-8 fluorescence;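 active = inhibition above a per-plate cutoff, the plate's mean sample inhibition plus 3 SD, cut at about 24% in these data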;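 also: 0% = DMSO plus EC80 ATP and 100% = DMSO alone without ATP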
Numbers without * were called inactive; . = not tested or not shown; & = joins results of further samples. Compounds were not picked by outcome; 3.3% or so of the library scored in one or more.

SMILES	CHO parental Ca	M1 ag parental	TAAR1 antagonist	OXTR potentiate	V1R ag counter	TAAR1 agonist	M1 PAM parental	M1 ag	CHO-K1 Ca antag
CC1CC(=O)N(CC(=O)Nc2ccc(F)cc2)c2ccccc2S1(=O)=O (configuration not stated)	-14	1.6	-18	-7	3.4	5	7	0	-15
COc1ccc(OC)c(Nc2nc(NCCC(C)C)nc(N)c2[N+](=O)[O-])c1	-53	0.8	-38	-14	-0.3	1	21	-3	-9
CCCc1c(C(=O)Nc2ccc(C(F)(F)F)cc2)cnn1-c1ccccc1	-15	-0.1	-54	-14	-0.1	-2	-11	-3	-2
CCOc1ccc(-c2nnc3ccc(SCc4ccc(C(=O)OC)o4)nn23)cc1	-32	1.4	19	-5	-0.5	11	-12	-7	6
O=C(COc1ccc(S(=O)(=O)N2CCCC2)cc1[N+](=O)[O-])N1CCCCC1	.	0.5	-3	.	.	0	1	-2	-1
CSc1nccc(-c2sc(SC)c(C#N)c2-c2ccccc2)n1	-15	1.9	-36	1	0.1	-1	11	-3	0
CCCc1[nH]nc2c1C1(CCN(C(=O)OCc3ccccc3)CC1)C(C#N)=C(N)O2	-8	1.4	22	-8	1.5	8	9	-2	-21
COc1ccc(NS(=O)(=O)c2cccc(C(=O)NNC(=O)NCCCl)c2)cc1	-5	1.5	-27	-13	-0.7	4	16	0	-11
Cn1c(Cc2ccccc2)nnc1SCCC(=O)Nc1ccccc1	-15	0.1	-4	-9	-0.1	12	-3	-7	5
CCc1cccc(NC(=O)CN(C)C2=NS(=O)(=O)c3ccccc32)c1	-1	2.5	-10	-8	1.9	13	7	-2	-12
O=C(NC(=S)Nc1ccccc1)c1cc(-c2ccccc2)nc2ccccc12	-33	0.2	12	-14	0.7	7	26	-3	-12
COc1cc(OC)cc(C(=O)NC(C(=O)NCCc2ccccn2)C(C)C)c1 (configuration not stated)	-21	-0.2	-13	5	0.2	7	20	-7	-14
O=C(N/N=C/c1cc(Br)c(Br)o1)C(O)c1ccccc1 (configuration not stated)	1	-0.1	-9	-10	-0.6	8	17	-1	0
COc1ccc(NC(=O)C2CC3C=CC2C3)c([N+](=O)[O-])c1 (configuration not stated)	.	0.3	-22	.	.	-1	4	-2	-16
CC(c1ccccc1)N1C(=O)c2ccc(C(=O)Nc3ccccc3C(=O)O)cc2C1=O (configuration not stated)	-2	-0.3	-30	-14	0.1	0	-13	2	5
Cc1cc(Cl)ccc1OCC(=O)NNC(=O)C1CCCO1 (configuration not stated)	-11	-0.5	1	-11	-0.1	0	13	-3	1
CCn1c(COc2c(C)cccc2C)nnc1SCC(=O)N1CCN(c2ccccc2)CC1	-25	3.5	24	-10	5.0	23	8	-2	-6
CC(C)CC(=O)N1CCN(C(=O)c2ccco2)CC1	-8	0.8	-16	-2	0.4	1	11	-6	-15
CCC1(CC)N([O-])C(C)=C(c2ccccc2)[N+]1=O	-2	0.5	-17	-11	0.3	8	17	-1	-14
COc1ccc(CSCCc2n[nH]c(=S)n2-c2ccccc2)cc1	-5	4.6	-19	-5	1.5	0	16	-4	-14
O=C(N/C=N/OCc1ccc(Cl)cc1Cl)NOCc1c(Cl)cccc1Cl	2	-0.1	24	-7	-0.7	-2	9	-3	-4
CCN(C(=O)CSc1nc2ccccc2c(=O)n1-c1ccccc1F)C1CCS(=O)(=O)C1 (configuration not stated)	-16	-0.3	0	-4	1.2	5	-15	-1	-6
CC1CCN(C(=O)CS(=O)(=O)Cc2ccccc2)CC1	-13	0.2	4	-4	-0.1	0	2	-3	-17
O=C(c1cc(-c2cccc(Cl)c2)on1)N1CCCCCC1	-3	-0.5	-22	-10	-1.4	-3	-25	-5	-2
O=C(c1cccc(F)c1)N1CCN(Cc2c[nH]c3ccccc23)CC1	2	0.3	.	-12	3.1	.	8	-5	6

New compounds follow.
SMILES	CHO parental Ca	M1 ag parental	TAAR1 antagonist	OXTR potentiate	V1R ag counter	TAAR1 agonist	M1 PAM parental	M1 ag	CHO-K1 Ca antag
CCOc1ccc(NC(=O)COc2ccc3c(c2)OCO3)cc1	-6	0.3	-7	-2	-0.3	3	8	-3	-13
C#CC1(NC(=S)Nc2cccc(OC)c2)CCCCC1	.	0.1	-12	.	.	2	1	-1	-18
O=C(NC1(C(F)(F)F)NC(=O)N(CC2CCCCC2)C1=O)c1ccco1 (configuration not stated)	-12	0.5	4	-4	0.3	10	-5	0	-9
COc1ccc(N(C)S(=O)(=O)c2cccc(C(=O)Nc3cccc(C(=O)NC4CC4)c3)c2)cc1	-16	8.2	61*	-4	0.9	9	2	-1	-18
COC(=O)c1ccc2nc(-c3cccc(Br)c3)c(Cc3ccc(OC)cc3C)n2c1	.	1.3	-5	.	.	1	24	1	-23
O=C(CSc1nc2ccccc2s1)NCCCN1CCOCC1	-7	0.1	20	-1	0.0	17	12	2	-19
Cc1nn(-c2ccccc2)c(C)c1/C=C/C(=O)OCC(=O)N(C)C1CCS(=O)(=O)C1 (configuration not stated)	-14	0.5	-4	-4	1.4	3	-8	-5	-5
COc1ccc(Cl)cc1S(=O)(=O)N1CCN=C1C	-4	-0.4	-3	2	0.3	0	-7	-3	13
CC(C)c1nc2sc3c(SCC(=O)NCc4ccco4)ncnc3c2c2c1CCC2	-13	-0.5	-9	-2	0.5	6	14	-4	-1
COc1ccc(N2CC(C(=O)Nc3nnc(SCC(=O)N4CCCC4)s3)CC2=O)cc1 (configuration not stated)	6	0.9	-18	-4	-0.1	1	11	-2	-5
Cc1ccc(C(C)C)c(OCC(=O)NNC2=CC(=O)CC(C)(C)C2)c1	-9	3.5	-10	-2	-1.1	0	13	-3	-13
COc1ccc(N2CCN(C(=O)CSc3ccc([N+](=O)[O-])cc3)CC2)cc1	-12	1.3	23	-27	7.7	4	-13	-4	8
CCOc1ccc(-n2c(SCC(=O)NCc3ccco3)nc3c(c2=O)SCC3)cc1	-4	-0.2	-18	-6	-1.0	4	6	-4	-8
C/C(N)=C(/C#N)C(=O)COC(=O)CCSc1ccccc1	-5	1.9&1.9	-7&-11	-22	4.1	2&7	6&9	4&-2	-8&-10
CCN=C1S/C(=C\c2ccc(-c3cccc(C(=O)O)c3)o2)C(=O)N1CC	-5	0.3	.	0	-0.7	.	20	-4	-8
CCCCN1CC[C@H]2C=CC[C@@H](C(=O)Nc3ccc(Cl)cc3Cl)[C@H]2C1=O	-18	-0.2	2	-12	-1.8	20	25	-11	-26
O=C(c1csc(Nc2cccc3ccccc23)n1)N1CCCC1	-13	0.7	-67	-2	0.0	4	23	-3	-12
CSc1nc2oc3c(c2c2nncn12)CC(C)(C)SC3	-24	0.7	-13	-9	1.2	11	18	-2	-2
O=c1c2ccccc2nc2c3ccccc3ncn12	4	0.6	-19	-8	1.0	3	1	-4	-12
N#C/C(=C\c1ccncc1)c1nc2ccccc2c(=O)[nH]1	-7	-0.5	-15	-5	1.4	3	-15	-2	24
COc1ccc(N(CC(=O)NCCSCc2ccco2)S(=O)(=O)c2ccccc2)cc1	-12	2.4	19	-24	0.4	10	0	-10	1
O=C(O)c1ccc(-n2cccc2/C=N\NC(=O)c2cc3cc(Br)ccc3o2)cc1	-19	0.3	-18	-11	-0.3	0	9	2	-12
CC(C)Oc1cc2ccccc2cc1CNC[C@H]1O[C@@H](n2cnc3c(N)ncnc32)[C@H](O)[C@@H]1O	-7	0.2	12	6	1.4	1	11	-8	-16
CCc1cccc2sc(NC(=O)c3ccc(N4C(=O)CCC4=O)cc3)nc12	-6	0.1	-8	-3	1.9	2	-4	-1	0
CC(=O)NC(=S)Nc1ccccc1C(=O)NC1CCCCC1	-3	0.0	-28	-3	0.3	2	12	-2	-3

Full records, quoted from the list:
CCN=C1S/C(=C\c2ccc(-c3cccc(C(=O)O)c3)o2)C(=O)N1CC as listed: CHO parental Ca = -5; M1 ag parental = 0.3; TAAR1 antagonist = .; OXTR potentiate = 0; V1R ag counter = -0.7; TAAR1 agonist = .; M1 PAM parental = 20; M1 ag = -4; CHO-K1 Ca antag = -8
CC(=O)NC(=S)Nc1ccccc1C(=O)NC1CCCCC1 as listed: CHO parental Ca = -3; M1 ag parental = 0.0; TAAR1 antagonist = -28; OXTR potentiate = -3; V1R ag counter = 0.3; TAAR1 agonist = 2; M1 PAM parental = 12; M1 ag = -2; CHO-K1 Ca antag = -3

The list goes on:
SMILES	CHO parental Ca	M1 ag parental	TAAR1 antagonist	OXTR potentiate	V1R ag counter	TAAR1 agonist	M1 PAM parental	M1 ag	CHO-K1 Ca antag
COc1cccc(N2CCN(CC(=O)c3c(C)[nH]c4ccccc34)CC2)c1	-10	8.4	.	-11	5.2	.	8	-2	-11
COc1cccc(C(=O)Nc2cc(C)on2)c1OC	-8	0.2	-13	-3	-0.9	1	16	-1	-4
CC(=NO)C1CCC2C3CCC4=CC(=NO)CCC4(C)C3C(O)CC12C (configuration not stated)	.	12	67*	.	.	21	2	3	10
O=[N+]([O-])c1ccc(O)c(C=Nc2ccc3nc(-c4ccccc4)[nH]c3c2)c1	-24	2.0	1	-4	2.8	7	8	-2	1
N#Cc1c(-c2ccc(F)cc2)nc2n(c1=O)CCS2	-2	-0.1	14	-5	1.1	3	-11	-4	15
Cc1c(C)c2ccc(OCC(=O)NC3CCN(Cc4ccccc4)CC3)c(C)c2oc1=O	-23	-0.2	-18	-4	1.7	2	22	-6	-17
COc1ccc(CNC(=O)CN(c2cc(C)cc(C)c2)S(=O)(=O)c2c(C)noc2C)cc1	-23	-0.4	-1	-6	-1.6	-3	-2	-9	1
COC(=O)c1sccc1NC(=O)CN1CCN(c2ccc(F)cc2)CC1	-6	1.1	36	-15	-0.1	12	16	-3	-3
Cc1ccc(N2C(=O)/C(=C\c3ccco3)SC2=S)cc1	-1	-0.1	27	-12	-0.6	11	9	-3	-17
CC1CC(=O)Nc2ccccc2N1C(=O)CSc1ncnc2sccc12 (configuration not stated)	-9	0.8	0	-2	0.0	1	-1	-3	-12
CC1(C)Cc2c(sc(NC(=O)c3ccc(Br)o3)c2C#N)CO1	-20	0.3	11	-19	2.2	5	-8	-1	25*
Cc1ccc(C=NNc2nc3c([nH]2)c(=O)n(C)c(=O)n3C)cc1	.	-0.1	-11	.	.	6	7	1	-7
COc1ccc(OC)c(S(N)(=O)=O)c1	5	0.6	-1	-1	0.4	4	18	-5	-5
CC(=O)c1cccc(S(=O)(=O)Nc2ccc3nc(C)sc3c2)c1	21	11	8	-12	7.3	4	-9	-2	4
